TSHR antagonist: human thyrotropin receptor antagonism. TSHR-expressing cells, TSH-stimulated cAMP HTRF, 2 h; stronger effect = lower value. activity change, negative = inhibition, % at 11.5 µM. 0.2% of 330,000 active. AID 504810;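 active = activity change below a set negative limit, meaning inhibition stronger than a set level, cut at about -70% in these data; inconclusive = activity change between two set negative limits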; note: % is set by controls: 0 for no effect and ±100 for the full control effect
Target sequence (P16473 whole entry, looked up): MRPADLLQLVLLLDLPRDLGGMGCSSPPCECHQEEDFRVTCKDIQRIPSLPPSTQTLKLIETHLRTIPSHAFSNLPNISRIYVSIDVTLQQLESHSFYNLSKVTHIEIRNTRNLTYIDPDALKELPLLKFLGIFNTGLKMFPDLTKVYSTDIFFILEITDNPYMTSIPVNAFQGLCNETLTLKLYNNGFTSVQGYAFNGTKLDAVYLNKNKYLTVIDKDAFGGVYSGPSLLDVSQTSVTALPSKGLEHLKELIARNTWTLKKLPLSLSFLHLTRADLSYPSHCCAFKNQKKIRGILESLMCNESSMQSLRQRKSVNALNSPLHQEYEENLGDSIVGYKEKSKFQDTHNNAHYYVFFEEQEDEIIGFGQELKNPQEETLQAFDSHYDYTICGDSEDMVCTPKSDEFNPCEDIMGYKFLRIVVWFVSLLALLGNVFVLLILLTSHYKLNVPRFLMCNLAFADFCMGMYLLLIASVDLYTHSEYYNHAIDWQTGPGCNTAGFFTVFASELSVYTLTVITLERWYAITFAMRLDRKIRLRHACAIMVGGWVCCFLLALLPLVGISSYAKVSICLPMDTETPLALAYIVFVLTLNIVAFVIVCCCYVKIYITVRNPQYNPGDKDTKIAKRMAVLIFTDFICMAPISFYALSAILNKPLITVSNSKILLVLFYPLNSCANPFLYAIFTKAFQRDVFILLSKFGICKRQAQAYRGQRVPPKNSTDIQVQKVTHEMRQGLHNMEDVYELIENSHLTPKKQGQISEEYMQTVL
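TSHR-expressing cells were treated with compounds, then stimulated with TSH at EC80 (4nM final) for 2 hours at 37 deg C. Cellular cAMP was measured by HTRF competition between lysate cAMP and cAMP-d2 for a cryptate-labelled anti-cAMP antibody.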
A-T KAP1 phos: candidate therapy for ataxia-telangiectasia; Potency, µM (series often up to 57.5 µM), inactives show at the top dose activation, usual class: activators; 0.19% of 320,000 active; […] A-T fibroblasts, KAP-1 phosphorylation AlphaLISA; neocarzinostatin DNA damage 30 min before lysis; note: potency is the fitted concentration of half-maximal effect; % of control where 0% means no effect; nearly all actives have a fitted effect of over 45% in size
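ATM-like activity read as KAP-1 phosphorylation via AlphaLISA donor/acceptor antibody pairs after lysis and 6 hr at 25C. Cells were ATM-null patient fibroblasts ([…], hTERT), dosed 60 min, then exposed to the DSB inducer NCS for 30 min.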
Integrin act MD: activators of alpha7 integrin expression for muscular dystrophy; AID 624291; alpha7betagal myoblasts, beta-gal FDG fluorescence, 48 h; 0.064% of 350,000 active; Potency, µM (doses to about 38.3 µM), for the others: at the highest dose activation, usual class: activators;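 note: potency is the fitted concentration of half-maximal effect; 100% = response of the positive control SU9516; nearly all actives have a fitted effect of over 60% in size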
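alpha7betagal+/- myoblasts (passage 13, 250/well) treated 48 h at 37C with compounds at 1:260 dilution of DMSO stock. Lysed, then beta-galactosidase activity read as FDG fluorescence (ex 480/em 540) after 30 min, with pre-read for autofluorescence.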
ASM inhibitor: inhibitors of human secretory acid sphingomyelinase. placental ASM, HMU-PC fluorogenic substrate, 60 min. 0.006% of 340,000 active. Potency, µM (top dose mostly 57.5 µM), without a hit: at the top dose activity change, negative = inhibition, actives largely listed as inhibitors. AID 504937; note: potency is the fitted concentration of half-maximal effect
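Human placenta-derived ASM enzyme was preincubated with compound for 10 minutes at room temperature, then given fluorogenic substrate HMU-PC0 (9 uM final) for 60 minutes at 37 °C; a pH 10 stop preceded fluorescence reading at Ex 386/Em 447 nm.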
TCR activator: activates T cell receptor signaling; 330,000 tested, under 10 active; primary human leukocytes, anti-CD3, IL-2 HTRF, 48 h; Potency, µM (series often up to 9.22 µM), for the others: top-dose activation of IL-2 secretion, hits mostly activators; note: % of control where 0% means no effect
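HTRF read-out of IL-2 secretion: europium cryptate donor excited at 320nm, d2 acceptor emission at 665nm. Cells were primary human leukocytes incubated 48 hr with compounds and a-CD3 beads, supplying TCR signal only.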
Mito fusion act: inhibitors of mitochondrial division or activators of mitochondrial fusion; S. cerevisiae fusion-defective mutant growth rescue, CellTiterGlo 48 h; Potency, µM (series often up to 46.1 µM), inactives show top-dose growth rescue (activation), usual class: activators; 0.23% of 320,000 active; AID 485298;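 note: potency is the fitted concentration of half-maximal effect; % of control where 0% means no effect; nearly all actives have a fitted effect of over 45% in size; temperature-sensitive fusion mutants such as fzo1-1 at 37 °C on non-fermentable ethanol glycerol medium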
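S. cerevisiae fusion-defective temperature-sensitive mutants (e.g. fzo1-1, mgm1-5) grown 48 h at 37C in YPEG (ethanol/glycerol non-fermentable) medium with 23 nl compound per well; growth rescue read as CellTiterGlo luminescence.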
TSG101-PTAP inh: blocks PTAP/TSG101 interaction to inhibit HIV-1 budding; Q99816; Fluorescence polarization, FITC-PTAP peptide / Tsg101 binding; Potency, µM (series often up to 115 µM), for inactives: top-dose activity change, negative = inhibition, actives largely listed as inhibitors; 340,000 tested, under 10 active; AID 493005; active = well fitted inhibition curve with a large enough effect in the main read-out, with a control signal flat, not every such curve was filed as active; inconclusive = small, poorly fitted or top-dose-only effect, or effect the other way, or a change in a side signal; inactive = no such curve, though single readings can be large or run the other way; note: potency is the fitted concentration of half-maximal effect; % of control where 0% means no effect
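Steps: Tsg101 binding domain dispensed (10 uM final), compounds pinned in DMSO, FITC-labeled PTAP-motif peptide added (50 nM final); after 20 min binding at room temperature, polarization measured.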
ELG1 repair inh: blocks ELG1-dependent DNA repair in HEK293T cells; 2.3% of 330,000 active; HEK293T ELG1-luciferase reporter, luminescence, 16 h; DNA damage induced by 5-fluorouridine; Potency, µM (top dose mostly 46.1 µM), for inactives: at the top dose activity change, negative = inhibition, most hits filed as inhibitors; AID 504467; note: potency is the fitted concentration of half-maximal effect; % is set by controls: 0 for no effect and ±100 for the full control effect; nearly all actives have a fitted effect of over 55% in size
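Luminescence from the luciferase reporter, measured 30 min after ONE-Glo reagent at room temperature, was the read-out. Beforehand, 2,000 cells per well were exposed for 16 hr at 37 °C to 5-fluorouridine together with compound or vehicle.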
Chronic BCR inh: chronic active BCR signaling inhibition | ABC-DLBCL IkBa-CBG/CBR reporter, luminescence ratio, 4 h | Potency, µM (doses to about 46.1 µM), for inactives: at the highest dose ratio change, negative = lower green/red ratio, usual class: inhibitors | 0.05% of 340,000 active; active = well fitted inhibition curve with a large enough effect in the signal ratio, with a control signal flat, not every such curve was filed as active; inconclusive = small, poorly fitted or top-dose-only effect, or effect the other way, or a change in a side signal; the % refers to the signal ratio;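 note: potency is the fitted concentration of half-maximal effect; plate controls were basal doxycycline-induced cells for no effect and cells given 10 µM MG132 for full effect; MG132 reads +100%, hits lower the ratio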
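TMD8 human ABC-DLBCL cells with doxycycline-inducible IκBα–green luciferase fusion and unfused red luciferase, in 0.5% FBS medium; compounds up to 46 uM, 4 h at 37C. Green/red luminescence ratio, filter-overlap corrected, fitted to concentration-response curves.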
Tb PFK block: T. brucei PFK enzyme inhibition. T. brucei PFK, ADP-Glo luminescence. Potency, µM (titrated, usually from 57.5 µM), without a hit: top-dose activity, negative = inhibition, most hits filed as inhibitors. 0.17% of 330,000 active. AID 485367;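 note: potency is the fitted concentration of half-maximal effect; 0% = uninhibited 1x PFK enzyme wells and -100% = no-enzyme wells; nearly all actives have a fitted effect of over 60% in size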
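ADP-Glo luminescence quantified ADP after 45 min at room temperature, with 1.25 nM T. brucei PFK, 0.1 mM ATP and 0.5 mM fructose-6-phosphate in pH 8.0 TEA buffer. qHTS titrations up to 57 µM; curves classified by quality.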
Eya2 inh: Eya2 (human) phosphatase inhibition. Potency, µM (top dose mostly 76.9 µM), inactives show at the highest dose activity, negative = inhibition, actives largely listed as inhibitors. 0.006% of 330,000 active. recombinant Eya2, OMFP fluorescence dephosphorylation (OMFP is methylfluorescein phosphate). O00167. AID 488837; note: potency is the fitted concentration of half-maximal effect; % is set by controls: 0 for no effect and ±100 for the full control effect
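Eya2 protein (added as 0.2 uM solution) was preincubated with compound for 10 min at ambient temperature in 50 mM HEPES pH 7.5, 50 mM NaCl, 5 uM MgCl2, 0.05% BSA, 1 mM DTT. OMFP (added at 50 uM) then reacted 10 min; fluorescence read at 485/525 nm.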
Starred values were filed as active, the others as inactive; ? = inconclusive; . = no result given; [ ] = dose if it differs, or a comment. Unless noted, calls come from the whole dose curve; as a rule, active = well fitted curve in the direction sought with a large enough effect; inconclusive = small, poorly fitted or top-dose-only effect, or another doubt; inactive = no such curve, though single readings can be large; an effect the other way counts as inactive or inconclusive.

SMILES | TSHR antagonist | A-T KAP1 phos | Integrin act MD | ASM inhibitor | TCR activator | Mito fusion act | TSG101-PTAP inh | ELG1 repair inh | Chronic BCR inh | Tb PFK block | Eya2 inh
COc1ccc(NC(=O)/C(=C\c2ccc(OC)c(OC)c2)NC(=O)c2ccco2)cc1 | -4 | 22% | -13% | 3% | 7% | 1% | -4% | -1% | -1% | 1% | -7%
Cc1onc(-c2ccccc2)c1C(=O)OCCOc1ccc([N+](=O)[O-])cc1[N+](=O)[O-] | -12 | -7% | -9% | -1% | 7% | 13% | -9% | 15µM* | ? | 1% | -1%
CCOc1cc(-c2c(C)c(CC)nc(N)c2C#N)ccc1O | -11 | 9% | 18% | -3% | 12% | ? | -3% | -14% | ? | 0% | -6%
COc1ccc2cc(C(=O)N(C)Cc3ccccc3)[nH]c2c1 | -1 | -1% | ? | 2% | -2% | -2% | 3% | 14% | ? | -7% | 8%
O=[N+]([O-])c1ccccc1/C=N/NC1=NCCCCC1 | 27 | -5% | -3% | -2% | -1%[46.1 µM] | 2% | -1% | ? | -2% | 7% | 4%
Cc1cccc(-c2n[nH]c(S(C)(=O)=O)c2C#N)c1 | -4 | -2% | 0% | 0% | 8% | 1% | -4% | 6% | ? | 2% | 5%
CCCC(=O)n1nc(-c2ccc(Cl)cc2)nc1SC | -1 | 3% | 6% | -7% | -6% | 2% | 0% | ? | 1% | 0% | -16%
CCOC(=O)c1c(C)n(C)c2ccc(OC(=O)c3ccco3)cc12 | 18 | -6% | 24% | ? | -10% | -1% | -4% | 2% | 4% | 0% | 3%
Cc1ccc(S(=O)(=O)NC(CC(=O)NCC2CCCO2)c2ccco2)cc1 (configuration not stated) | 5 | 0% | 3% | 10% | 4% | -4% | -2% | 4% | 5% | 8% | -8%
CCOC(=O)N1CCC(NC(=O)C2CCN(S(=O)(=O)c3cccs3)CC2)CC1 | -6 | 3% | -9% | -1% | -2% | -1% | -5% | -18% | 0% | 0% | -3%
CCOCCCNC(=O)C(NC(=O)c1ccc2c(c1)OCO2)c1ccc(Cl)cc1 (configuration not stated) | 1 | 6% | -9% | 2% | 6% | -4% | -2% | -6% | -8% | 2% | 7%
O=c1c2ccccc2nnn1COc1ccc(Cl)cc1Br | -12 | -1% | 11% | 6% | 2% | 6% | -2% | ? | ? | -5% | -5%
Cn1c(=NC(=O)COc2ccccc2)sc2ccccc21 | 20 | -2% | -10% | 0% | -4% | -6% | -6% | ? | ? | 1% | -4%
CCOC(=O)c1ccc(NC(=O)CSc2nc(=O)n(CCN3CCOCC3)c3c2CCC3)cc1 | -7 | 3% | -9% | -4% | 8% | -2% | 0% | 5% | 2% | 0% | 8%
Cc1ccc(C)c(NC(=O)c2cc3c([nH]c4ccccc43)c(C)n2)c1 | 17 | -2% | 4% | 7% | -12% | 3% | 0% | ? | ? | -2% | -3%
Cc1cc(C)n(-c2ccccc2C#N)n1 | -7 | 20% | 4% | 33%[activator] | -5% | 0% | -2% | ? | 9% | 4% | -2%
Cc1ccccc1Cn1ccc(NC(=O)c2nn(C)cc2[N+](=O)[O-])n1 | 1 | 13% | -47%[inhibitor] | . | -3%[46.1 µM] | -3% | -1% | ? | -10% | 3% | -1%
Cc1ccc(-c2cccc(C(=O)NCc3ccccc3)n2)c2ccccc12 | 30 | . | 0% | -9% | 4% | 16% | 0% | -2% | -8% | -3% | 1%
NNC(=O)CNC(c1ccccc1)c1cc(Cl)ccc1NC(=O)c1ccccc1 (configuration not stated) | 7 | 4% | 19% | 2% | -3% | -1% | 1% | -5% | 0% | 1% | 5%
CC1CCN(C(=O)c2ccccc2NC(=O)Cc2ccccc2)CC1 | 1 | 4% | 0% | 2% | 1% | -2% | -5% | ? | 1% | -4% | -6%
O=C(/C=C/c1ccc(F)cc1)NC(=S)N1CCOCC1 | 7 | -3% | -14% | -1% | 3% | -7% | 2% | 9% | 9% | -4% | 0%
N#CCSc1ccccc1NC(=O)CN1C(=O)C2CC=CCC2C1=O (configuration not stated) | -3 | -11% | 2% | 4% | 1% | 4% | ? | 0% | -3% | 0% | -24%
CCOC(=O)c1snc(-c2ccc(F)cc2)c1N | -6 | 7% | -18% | 6% | 1% | 1% | 0% | ? | ? | 2% | 17%
CC(=O)Oc1ccc(Cn2cnc3cc4ccccc4cc32)cc1 | 10 | . | 17% | -18% | 2%[46.1 µM] | 3% | 1% | 13% | ? | -1% | -14%
COc1ccc(C2c3[nH]c4ccccc4c3C[C@H]3C(=O)N(c4ccccc4C(=O)N4CCC(C(=O)O)CC4)C(=O)N23)cc1 (some centres not stated) | 1 | -8% | -4% | -1% | -2% | 1% | -8% | ? | ? | -6% | 6%
CC(=O)c1ccc(N(C(=O)CS(=O)CC(=O)Nc2ccc(F)cc2)C(C(=O)NC2CCCCC2)c2cccs2)cc1 (configuration not stated) | 8 | -8% | 25% | 3% | 8% | -2% | -2% | 16% | 0% | 4% | 10%
O=c1oc2ccccc2c(O)c1Cc1cc(Cl)c2cccnc2c1O | -9 | 12% | 2% | 10% | -3% | 4% | -6% | ? | ? | -9% | 2%
CC(C)(CNC(=O)CC1C(=O)NCCN1Cc1cccc(F)c1)N1CCOCC1 (configuration not stated) | 5 | 8% | 4% | 10% | 7% | -7% | -3% | 1% | 2% | 4% | 6%
COc1cc2c(cc1NC(=O)Nc1ccc(F)cc1)oc1ccccc12 | -11 | 1% | 28% | -7% | -2%[46.1 µM] | 14% | -1% | 10% | 7% | 0% | -9%
O=C(CSc1nnc(SCc2ccc(Cl)cc2)s1)N/N=C/c1c(Cl)cccc1Cl | -4 | -2% | 5% | -20% | -2%[46.1 µM] | -10% | -5% | 13% | 0% | 3% | 3%
CC(=O)c1cn(CC(=O)Nc2ccccc2C)c2ccccc12 | -12 | 6% | -36% | 0% | 3% | 12% | -4% | 18% | 1% | 1% | 13%
COc1ccc(S(=O)(=O)N2CCOCC2)cc1NC(=O)CSc1nnc2ccccn12 | 76 | -1% | . | . | . | 0% | . | 2% | -2% | -2% | 0%
CCOc1cccc(-c2cc(C(=O)Nc3ccon3)c3ccccc3n2)c1 | -4 | 0% | ? | -8% | -1% | 0% | -2% | 13µM* | ? | 5% | 2%
CS(=O)(=O)N1CCC(Oc2cccc(C(=O)NCCCOc3cccnc3)c2)CC1 | 14 | -1% | -7% | . | -3% | 1% | 0% | ? | ? | -2% | 0%
COc1ccc(-c2cc(C(=O)Nc3ccc(OC)cc3OC)no2)cc1 | 0 | -3% | 9% | -7% | 2% | -18% | 0% | 4% | 0% | 0% | 0%
COc1ccc(/C=N/NC(=O)CCCOc2ccc(Cl)cc2Cl)cc1 | 1 | 5% | -13% | -24% | -10%[46.1 µM] | 2% | -3% | -8% | -14% | -2% | -3%
COc1ccc(S(=O)(=O)N2CCc3ccccc32)cc1C(=O)NC1(C)CCS(=O)(=O)C1 (configuration not stated) | -12 | -2% | -1% | -2% | -1% | -5% | -5% | 16% | ? | 1% | 7%
COC(=O)c1ccc(/C=C/C(=O)O)cc1 | 7 | 0% | -47%[inhibitor] | 2% | 5% | 1% | -3% | ? | 7% | 3% | 2%
CCCn1c(N)c(N(CCOC)C(=O)c2ccc(C#N)cc2)c(=O)[nH]c1=O | 2 | 2% | -28% | -2% | 0% | 6% | 3% | 9% | 1% | -1% | 3%
Cc1ccc2[nH]c(=O)c(C(c3nnnn3C3CCCC3)N3CCCc4ccccc43)cc2c1 (configuration not stated) | -3 | 2% | 2% | -1% | 5%[46.1 µM] | 20% | -3% | -14% | -16% | -6% | -5%
O=C(COc1ccc(S(=O)(=O)N2CCCCC2)cc1)NCc1ccccn1 | -12 | -6% | -26% | -2% | 12% | 2% | 1% | -5% | -5% | 0% | -4%

Screening results deposited in PubChem by National Center for Advancing Translational Sciences (NCATS).

Rows are unselected (roughly 3.2% active in at least one column).
